Screens from PubChem BioAssay.
PI4K2A inh: qHTS for small molecular inhibitors of PI4K2A; Phosphatidylinositol 4-kinase type 2-alpha (Homo sapiens), Q9BTU6; purified PI4K2A, ADP-Glo luminescence, 1 h; hits give low values; activity change, negative = inhibition, % at 76.9 µM; 420,000 compounds, 0.13% hits; AID 1346378, 2018; in the data active = activity change below about -50%; inconclusive = mostly about -30% to -49%;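 also: -100% = wells without enzyme as full effect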
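Compounds are screened against recombinant PI4K2A using PI as substrate and ATP, the latter dispensed at 300 microM. Reactions run one hour at ambient temperature before ADP-Glo detection; full inhibition defined by wells lacking enzyme.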
GLS inh: qHTS for Inhibitors of Glutaminase (GLS); Glutaminase kidney isoform, mitochondrial (Homo sapiens), O94925; GLS enzymatic activity, qHTS titration; Potency, µM (top dose mostly 45.5 µM), for the others: at the top dose activity change, negative = inhibition, most hits filed as inhibitors; 410,000 compounds, 0.21% hits; also: potency is read from the fitted curve at half-maximal effect; % is scaled to controls: 0 for no effect and ±100 for the full control effect
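hKGA in 45 mM KH2PO4 (pH 8.2), 0.02% Tween-20 with compound, then 1mM L-Glutamine (stock as added) plus glutamate oxidase/HRP/Amplex red coupling mix. Fluorescence read initially and after 30 min at RT; signal change reflects glutamate formation.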
rTrxR1 inhibitor: qHTS Assay for Inhibitors of Mammalian Selenoprotein Thioredoxin Reductase 1 (TrxR1): qHTS | recombinant rTrxR1, NADPH fluorescence consumption, selenite substrate | 390,000 compounds, 1% hits | Potency, µM (doses to about 114 µM), for the others: at the top dose activity change, negative = inhibition, actives largely listed as inhibitors | AID 588453, 2011 | Thioredoxin reductase 1, cytoplasmic (Rattus norvegicus), O89049; also: potency is read from the fitted curve at half-maximal effect; % is scaled to controls: 0 for no effect and ±100 for the full control effect; nearly all actives have a fitted effect of over 65% in size
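Rat TrxR1 (90 nM in the dispensed reagent) was pre-reduced with 400 uM NADPH for 5 min at room temperature, then incubated with compound for 15 min. After 400 uM selenite was added, NADPH fluorescence (Ex 340/Em 450 nm) was followed for 8 min.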
USP1 inh: Inhibitors of USP1/UAF1: Primary Screen. Ubiquitin carboxyl-terminal hydrolase 1 (Homo sapiens), O94782. recombinant USP1/UAF1, Ub-Rhodamine cleavage fluorescence. Potency, µM (doses to about 57.1 µM), inactives show at the top dose activity change, negative = inhibition, actives largely listed as inhibitors. 390,000 compounds, 0.23% hits. AID 743255, 2014; also: potency is read from the fitted curve at half-maximal effect; % is scaled to controls: 0 for no effect and ±100 for the full control effect; nearly all actives have a fitted effect of over 60% in size; inactives centre near -12
Target sequence (O94782 whole entry, looked up): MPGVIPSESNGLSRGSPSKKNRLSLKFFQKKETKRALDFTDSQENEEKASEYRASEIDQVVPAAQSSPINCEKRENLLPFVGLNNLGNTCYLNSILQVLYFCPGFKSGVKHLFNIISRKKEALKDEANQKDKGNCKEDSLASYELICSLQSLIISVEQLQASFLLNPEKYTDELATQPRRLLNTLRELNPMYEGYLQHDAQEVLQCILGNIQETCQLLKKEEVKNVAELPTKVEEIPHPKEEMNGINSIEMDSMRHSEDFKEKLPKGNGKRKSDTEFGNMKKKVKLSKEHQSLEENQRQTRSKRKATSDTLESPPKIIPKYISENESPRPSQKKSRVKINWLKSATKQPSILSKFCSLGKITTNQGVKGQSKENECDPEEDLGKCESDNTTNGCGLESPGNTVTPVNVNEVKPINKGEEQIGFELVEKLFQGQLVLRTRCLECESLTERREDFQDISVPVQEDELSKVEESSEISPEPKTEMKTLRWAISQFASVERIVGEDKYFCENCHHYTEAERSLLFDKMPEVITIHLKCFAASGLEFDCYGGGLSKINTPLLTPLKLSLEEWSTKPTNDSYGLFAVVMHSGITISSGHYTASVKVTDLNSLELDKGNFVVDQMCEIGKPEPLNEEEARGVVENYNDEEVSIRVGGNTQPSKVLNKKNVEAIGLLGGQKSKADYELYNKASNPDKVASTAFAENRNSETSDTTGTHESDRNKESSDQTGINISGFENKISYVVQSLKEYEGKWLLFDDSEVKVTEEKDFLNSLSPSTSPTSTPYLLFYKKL
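In this screen, compounds sit with the deubiquitinase complex (1nM) for 15 min at room temperature before Ub-Rho is added at 150nM final. Fluorescence rise is then followed for 6 reads every 60 seconds.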
Pin1 inh: qHTS Assay to Find Inhibitors of Pin1; AID 504891, 2011; Peptidyl-prolyl cis-trans isomerase NIMA-interacting 1 (Homo sapiens), Q13526; Pin1 FP peptide displacement, HiFluor488, 10 min; 390,000 compounds, 0.009% hits; Potency, µM (highest dose often 115 µM), for inactives: top-dose activity, negative = inhibition, most hits filed as inhibitors; active = well fitted inhibition curve with a large enough effect in the polarisation, with a control signal flat, not every such curve was filed as active; inconclusive = small, poorly fitted or top-dose-only effect, or effect the other way, or a change in a side signal; inactive = no such curve, though single readings can be large or run the other way; the % refers to the polarisation; also: potency is read from the fitted curve at half-maximal effect; % is scaled to controls: 0 for no effect and ±100 for the full control effect
PGK inhibitor: qHTS Assay to Find Inhibitors of Phosphoglycerate Kinase. PGK/GAPDH coupled, Kinase-Glo luminescence, 60 min. 380,000 compounds, 0.043% hits. Potency, µM (top dose mostly 57.5 µM), for inactives: at the top dose activity change, negative = inhibition, most hits filed as inhibitors; also: potency is read from the fitted curve at half-maximal effect; % is scaled to controls: 0 for no effect and ±100 for the full control effect; nearly all actives have a fitted effect of over 60% in size
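Recombinant glycosomal PGK reaction used 1,3-bisphosphoglycerate generated in-well by GAPDH (100nM final) in 100mM TEA pH 7.6, 5mM MgCl2, 0.01% Tween-20. After 60 minutes at room temperature, ATP was read by Kinase-Glo Plus luminescence end-point.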
mIDH1 inhibitor: qHTS for Inhibitors of mutant isocitrate dehydrogenase 1 (IDH1): qHTS | 390,000 compounds, 0.093% hits | Isocitrate dehydrogenase [NADP] cytoplasmic (Homo sapiens), O75874 | Potency, µM (highest dose often 76.6 µM), inactives show at the highest dose activity change, negative = inhibition, hits mostly inhibitors | IDH1-R132H enzyme, NADPH consumption, diaphorase/resazurin fluorescence | AID 602179, 2012; also: potency is read from the fitted curve at half-maximal effect; % is scaled to controls: 0 for no effect and ±100 for the full control effect; nearly all actives have a fitted effect of over 65% in size
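IDH1-R132H (0.5 ug/mL) preincubated 30 min with compound, then NADPH (0.016 mM) and alpha-KG (2 mM) added; 80 min at RT, pH 7.5. Remaining NADPH coupled via diaphorase/resazurin to fluorescence (540/590 nm); concentration-response curves normalized to no-enzyme control.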
HP1b binding inh: HTS for Inhibitors of HP1-beta Chromodomain Interactions with Methylated Histone Tails; Chromobox protein homolog 1 (Homo sapiens), P83916; AlphaScreen HP1-beta / biotin-H3K9me3 peptide binding; Potency, µM (series often up to 114 µM), inactives show top-dose activity change, negative = inhibition, usual class: inhibitors; 390,000 compounds, 0.56% hits; also: potency is read from the fitted curve at half-maximal effect; nearly all actives have a fitted effect of over 70% in size; inactives centre near 23
Target sequence (P83916 whole entry, looked up): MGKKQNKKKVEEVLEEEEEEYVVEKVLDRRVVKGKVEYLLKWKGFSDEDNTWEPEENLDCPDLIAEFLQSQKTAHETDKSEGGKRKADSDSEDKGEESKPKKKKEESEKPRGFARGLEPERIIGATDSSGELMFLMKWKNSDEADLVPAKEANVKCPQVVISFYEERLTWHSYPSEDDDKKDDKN
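Compound inhibition of the preformed complex between 50 nM HP1-beta and 50 nM biotinylated H3K9me3 peptide was read by AlphaScreen. Buffer was PBS pH 7.4 with 0.01% Tween-20. Incubations ran 30 min at room temperature, with 10 ug/mL donor/acceptor beads.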
TrxR1 substrate: qHTS Assay for Substrates of Mammalian Selenoprotein Thioredoxin Reductase 1 (TrxR1): qHTS; 390,000 compounds, 0.01% hits; Potency, µM (top dose mostly 114 µM), inactives show top-dose activity change, negative = substrate turnover; purified TrxR1 substrate turnover, NADPH consumption readout; also: potency is read from the fitted curve at half-maximal effect; % is scaled to controls: 0 for no effect and ±100 for the full control effect; nearly all actives have a fitted effect of over 50% in size
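Rat TrxR1, dispensed at 90 nM, was prereduced with 400 uM NADPH (final) for 5 min at ~22 deg C, then incubated with compound 15 min before 400 uM selenite. A first-read NADPH fluorescence drop versus no-compound background flagged substrates.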
* = called active by the depositor; i = inactive; ? = inconclusive; · = not tested or not shown; & = joins results of further samples; [ ] = remark or other dose. Unless noted, calls follow the shape of the dose curve; as a rule, active = well fitted curve in the direction sought with a large enough effect; inconclusive = small, poorly fitted or top-dose-only effect, or another doubt; inactive = no such curve, though single readings can be large; an effect the other way counts as inactive or inconclusive. Not all compounds are listed; rates above refer to the full screens.

The line under a structure holds: PI4K2A inh | GLS inh | rTrxR1 inhibitor | USP1 inh | Pin1 inh | PGK inhibitor | mIDH1 inhibitor | HP1b binding inh | TrxR1 substrate
1. Cc1c(NC(=O)NC2CCCCC2)cccc1[N+](=O)[O-]
→ 1 | 1% | 17% | 5% | -9% | -11% | 2% | 4% | -4%
2. N#Cc1c(SCc2ccccc2)sc(C(=O)c2ccccc2)c1N
→ 3 | 0% | 12%[57.1 µM] | -14% | 5% | -3% | -11% | 32% | 7%[57.1 µM]
3. O=[N+]([O-])c1ccc2c(c1)c1ccccc1n2CCO
→ 4 | 2% | -32%[57.1 µM] | -11% | 0% | i | 18% | 9% | 1%[57.1 µM]
4. O=C(CN1CCCCC1)Nc1ccc(Br)cc1[N+](=O)[O-]
→ -22 | 7% | 11% | -23% | -2% | -2% | 11% | ? | 3%
5. O=C(Oc1ccccc1-c1csnn1)c1cccs1
→ 4 | 9% | 7%[57.1 µM] | -7% | -7% | -7% | -2% | 40%[activator] | 3%[57.1 µM]
6. COc1ccc(-c2c(C)n([O-])c3c([n+]2=O)CCCCC3)cc1OC
→ 1 | 5% | -2%[57.1 µM] | -22% | 2% | -6% | -5% | 17% | 7%[57.1 µM]
7. Cc1ccc(C(=O)Nc2ccc(N3CCOCC3)nc2N2CCOCC2)cc1
→ 1 | 1.1µM* | 19%[57.1 µM] | -1% | -3% | i | 10% | 19% | -5%[57.1 µM]
8. O=C(N/N=C/C(Br)=C/c1ccccc1)NC1CCCCC1
→ -2 | -30% | -12% | ? | 0% | 5% | -7% | 6% | -7%
9. COc1cccc(NC(=O)CSc2nc(=O)n(CCN(C)C)c3c2CCCC3)c1
→ 1 | 2% | 14% | -13% | -2% | 8% | -1% | 19% | 1%
10. CC(C)Oc1ccc(C(CC(=O)O)NC(=O)Cc2ccccc2)cc1 (centres undefined)
→ 8 | 3% | 23% | -16% | -5% | -3% | 2% | 39% | 7%
11. CCOc1ccc(S(=O)(=O)Nc2ccc(C(=O)N3CCC3)cc2)cc1
→ 5 | 7% | -35% | -14% | -3% | i | 7% | -8% | -6%
12. COc1ccccc1/C=C/C=N/N1CCN(Cc2ccccc2)CC1
→ -2 | 7% | 2%[57.1 µM] | 2% | -1% | -1% | 3% | 14% | 8%[57.1 µM]
13. COc1ccc(Nc2c3c(c(C#N)c4nc5ccccc5n24)CCC3)cc1
→ 7 | 7% | -13% | -19% | -10% | i | 3% | 40%[activator] | -7%
14. c1ccc(OCc2nnc3n2CCCCC3)cc1
→ 2 | 0% | 13% | -16% | -8% | 3% | 0% | 30% | 5%
15. O=C(NC1CCCCC1)C(c1ccccc1F)N(Cc1ccco1)C(=O)Cn1nnc2ccccc21 (centres undefined)
→ 5 | -7% | -10% | -20% | 4% | i | ? | 34%[activator] | -4%
16. CSCCC(NC(=O)COc1ccccc1)C(=O)N(C)Cc1cccc(F)c1 (centres undefined)
→ -3 | -2% | 5% | -20% | -3% | 8% | 3% | 13% | 1%
17. Cn1cc(C(=O)N2CCN(c3ccccc3)CC2)c(=O)c2cc(S(=O)(=O)N3CCCC3)ccc21
→ -16&-4 | 14%&19% | 1%&-11% | -3%&-19% | 2%&4% | 5%&-4% | 9%&16% | 6%[57 µM] | -5%&-10%
18. O=C(COc1ccccc1)Nc1nnc(-c2ccc3c(c2)CCCC3)o1
→ -8 | -1% | 19% | 1% | 2% | -9% | -6% | 44%[activator] | -1%
19. C=CCNc1nc2c(c(=O)n(C)c(=O)n2C)n1CCCCCC
→ -4 | 22% | 20% | -23% | ? | 2% | 8% | 31% | 5%[0.457 µM]
20. Cc1ccc(SSc2cc(C)ccc2N)c(N)c1
→ -25 | 14% | 84%[activator][57.1 µM] | -5% | 1% | -1% | ? | 14µM* | -4%[57.1 µM]
21. CCc1cccc(CC)c1NC(=O)C1CCN(C(=O)c2ccco2)CC1
→ -3 | -5% | 23%[57.1 µM] | -18% | -1% | 4% | 7% | -2% | 14%[57.1 µM]
22. Cc1ccc(Oc2cc(NC(=O)CCCn3nc([N+](=O)[O-])c(Cl)c3C)cc([N+](=O)[O-])c2)cc1
→ 2 | -10% | 15%[57.1 µM] | -5% | 3% | -1% | 4% | 1% | -2%[57.1 µM]
23. O=C(NCc1ccccn1)c1cc(-n2cnnc2)ccc1Cl
→ -2 | -15% | -3% | -15% | -7% | -4% | 9% | 16% | -4%
24. O=C1N(CCCN2C(=O)C3(OCCO3)c3ccccc32)c2ccccc2C12OCCO2
→ -3 | 1% | 16% | 1% | 6% | -1% | 3% | 21% | -3%[57.1 µM]
25. C=CCNC(=O)C1CCN(c2cc(C)nc(-c3ccccc3)n2)CC1
→ -1 | 6% | 6% | -6% | 0% | -2% | -4% | 23% | -4%
26. COc1ccccc1/C=C1\SC(=S)N(CCC(=O)Nc2cc(C)on2)C1=O
→ -1 | -8% | 0%[57.1 µM] | -25% | ? | 7% | -2% | -13% | 0%[57.1 µM]
27. COc1ccc(C2=CC(=O)C[C@H](c3ccc(OC)cc3)C2)cc1
→ 0 | -7% | 20%[57.1 µM] | -35% | 0% | -5% | 4% | 57%[activator] | -1%[57.1 µM]
28. CCOc1ccccc1CNCCNC(=O)c1nonc1N
→ -2&-2 | 1%&-3% | 13%&2% | -8%&-25% | 2%&4% | -4%&-10% | 5%&6% | 14%&37% | -5%[0.0914 µM]
29. COC(=O)c1c(C)[nH]c(C(=O)CN2C(=O)NC3(CCOc4ccccc43)C2=O)c1C (centres undefined)
→ -3 | -1% | 16% | -20% | -6% | -7% | 1% | 13% | 2%
30. O=C(CN1C(=O)NC2(CCCC2)C1=O)c1ccc(Cl)s1
→ -1 | 4% | -7%[57.1 µM] | -16% | -2% | -1% | 4% | 8% | 3%[57.1 µM]
31. COc1ccc(OC)c(Nc2c3ccccc3nc3ccccc23)c1
→ -2 | -31% | 0% | -10% | 4% | 0% | 2% | ? | -5%
32. O=C(C1CCN(S(=O)(=O)c2ccccc2F)CC1)N1CCCC1
→ -3 | 5% | 9% | 3% | 1% | -5% | -1% | 19% | -4%
33. O=C(NCc1ccc(F)cc1)C1CC(=O)N(CCc2ccccc2)C1 (centres undefined)
→ 17 | 3% | -7% | 6% | 16% | -1% | 9% | 8% | -5%
34. Cc1ccc(-n2ncc(C(=O)Nc3c(Cl)cccc3Cl)c2C2CCNCC2)cc1
→ -4 | -9% | 24% | -13% | -2% | -3% | 0% | 40%[activator] | 10%
35. Nc1nc(F)cc(N2CCCCCC2)n1
→ 4 | -5% | 25%[57.1 µM] | -19% | -7% | -7% | 0% | 16% | 9%[57.1 µM]
36. CC(C)=CCc1ccc(O)c(=O)cc1C(C)C
→ 7 | 20% | ? | -9% | ? | i | 3% | 4% | -13%
37. O=C(Cc1ccccc1)NNC1CC(=O)N(c2ccccc2)C1=O (centres undefined)
→ 0 | -4% | -12% | -5% | 1% | -8% | 2% | 33% | 2%
38. N#C/C(=C\c1ccc(Sc2ccccc2)o1)c1nc2ccccc2[nH]1
→ -10 | 4% | -22% | -25% | ? | -20% | -7% | 32%[activator] | -11%
39. CCn1c(SCC(=O)NC2CCCCC2)nnc1-c1cc2cccc(OC)c2o1
→ -2 | 9% | -5% | -8% | 0% | -7% | 13% | 42% | 0%
40. COc1ccc(CN2C(=O)C(CC(=O)NCCCCc3ccccc3)CC(C(=O)N(C)C)=C2C)cc1 (centres undefined)
→ -5 | 1% | · | -24% | · | -1% | 5% | · | ·
41. O=CN1CCN(C(=O)c2ccc3c(c2)OCO3)CC1
→ -3 | 4% | 20% | -14% | -11% | -1% | -18% | 26% | 2%
42. COc1cccc(/C=C2\SC(=S)N(CCCC(=O)N3CCCCC3)C2=O)c1
→ -6 | 0% | ? | -4% | ? | 7% | -4% | ? | 1%
43. CC(C)CCNC(=O)NC(=O)CSc1nnc(-c2ccccc2Br)o1
→ 1 | -2% | 11% | -11% | -11% | · | 4% | 33% | -7%[57.1 µM]
44. O=C1CCCN1CCCNS(=O)(=O)c1cccs1
→ -5 | -3% | -2% | -20% | -5% | -3% | 4% | 42%[activator] | 3%
45. CCN(C(=O)Cc1c(C(=O)O)n(CC)c2ccccc12)c1cccc(C(F)(F)F)c1
→ -3 | 2% | 8% | -14% | 1% | -5% | 4% | 35% | 0%
46. COc1ccc(C=NNC(=O)NN=Cc2ccc(OC)c(OC)c2)cc1OC
→ -2 | 8% | -5% | -14% | -1% | -6% | 2% | 30% | 21%
